Screening results: PubChem, National Center for Advancing Translational Sciences (NCATS)
Tb PYK inh: blocks Trypanosoma brucei pyruvate kinase | TbPYK enzyme, Kinase-Glo Plus ATP luminescence, 45 min | Potency, µM (titrated, usually from 76.8 µM), for the others: at the top dose activity, negative = inhibition, usual class: inhibitors | Q57TT1 | 410,000 compounds, 0.12% hits; also: potency is read from the fitted curve at half-maximal effect; nearly all actives have a fitted effect of over 50% in size
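T. brucei PYK with substrate was exposed to pin-transferred compounds across a concentration series, then started with 130 uM ADP (final). After 45 min at room temperature, Kinase-Glo Plus luminescence was read, normalized and curve-fitted.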
AmpC no deterg: inhibitors of E. coli AmpC beta-lactamase without detergent. P00811. AmpC nitrocefin hydrolysis, absorbance 480 nm, 0.0001% Triton. Potency, µM (top dose mostly 57.1 µM), for inactives: top-dose activity change, negative = inhibition, hits mostly inhibitors. 330,000 compounds, 0.52% hits;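 also: potency is read from the fitted curve at half-maximal effect; plate controls were no compound for no effect and no enzyme for full effect; nearly all actives have a fitted effect of over 20% in size; some results filed as inactive show a strong effect at the top dose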
Target sequence (P00811 whole entry, looked up): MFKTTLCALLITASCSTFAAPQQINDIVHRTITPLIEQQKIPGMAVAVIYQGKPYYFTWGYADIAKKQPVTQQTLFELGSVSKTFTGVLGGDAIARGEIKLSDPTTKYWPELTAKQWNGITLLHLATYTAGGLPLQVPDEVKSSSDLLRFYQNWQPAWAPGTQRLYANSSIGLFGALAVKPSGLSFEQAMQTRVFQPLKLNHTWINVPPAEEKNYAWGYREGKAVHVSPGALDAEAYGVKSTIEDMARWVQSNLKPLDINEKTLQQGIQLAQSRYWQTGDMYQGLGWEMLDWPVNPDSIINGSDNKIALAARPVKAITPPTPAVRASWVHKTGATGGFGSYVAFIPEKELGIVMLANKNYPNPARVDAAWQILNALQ
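AmpC (5.3 nM in the dispensed reagent) in 20 mM phosphate pH 7.0 with 0.01% (detergent screen) or 0.0001% Triton X-100 was preincubated with compounds for 15 min at room temperature. Nitrocefin was then added from an 800 uM solution, and hydrolysis was followed at 480 nm.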
Sm TGR inh: blocks Schistosoma mansoni thioredoxin glutathione reductase | Q962Y6 | purified TGR, DTNB reduction, TNB absorbance 405 nm | Potency, µM (doses to about 114 µM), for inactives: top-dose activity change, negative = inhibition, usual class: inhibitors | 360,000 compounds, 3% hits | AID 485364; also: potency is read from the fitted curve at half-maximal effect; nearly all actives have a fitted effect of over 60% in size
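TGR 20 nM + NADPH 100 uM (dispensed conc.), cpd preinc 15 min RT; start with NADPH (500 uM addition) then DTNB (15 mM addition). Kinetic TNB absorbance, 405 nm filter. Four-parameter Hill fit across titration.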
AmpC detergent: AmpC beta-lactamase inhibition with detergent present | 370,000 compounds, 0.041% hits | AmpC hydrolysis of nitrocefin, absorbance 480 nm, 0.01% Triton | Potency, µM (doses to about 114 µM), inactives show top-dose activity change, negative = inhibition, actives largely listed as inhibitors;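 also: potency is read from the fitted curve at half-maximal effect; 0% = no-compound wells and -100% = no-enzyme wells; nearly all actives have a fitted effect of over 25% in size; some results filed as inactive show a strong effect at the top dose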
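AmpC (5.3 nM in the dispensed reagent) in 20 mM phosphate pH 7.0 with 0.01% (detergent screen) or 0.0001% Triton X-100 was preincubated with compounds for 15 min at room temperature. Nitrocefin was then added from an 800 uM solution, and hydrolysis was followed at 480 nm.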
LmPK inhibitor: LmPK (Leishmania mexicana) enzyme inhibition | Q27686 | purified LmPK, Kinase-Glo ATP luminescence, 1 h | Potency, µM (series often up to 57.5 µM), inactives show at the top dose activity change, negative = inhibition, actives largely listed as inhibitors | 290,000 compounds, 0.37% hits | AID 1721; also: potency is read from the fitted curve at half-maximal effect
Target sequence (Q27686 whole entry, looked up): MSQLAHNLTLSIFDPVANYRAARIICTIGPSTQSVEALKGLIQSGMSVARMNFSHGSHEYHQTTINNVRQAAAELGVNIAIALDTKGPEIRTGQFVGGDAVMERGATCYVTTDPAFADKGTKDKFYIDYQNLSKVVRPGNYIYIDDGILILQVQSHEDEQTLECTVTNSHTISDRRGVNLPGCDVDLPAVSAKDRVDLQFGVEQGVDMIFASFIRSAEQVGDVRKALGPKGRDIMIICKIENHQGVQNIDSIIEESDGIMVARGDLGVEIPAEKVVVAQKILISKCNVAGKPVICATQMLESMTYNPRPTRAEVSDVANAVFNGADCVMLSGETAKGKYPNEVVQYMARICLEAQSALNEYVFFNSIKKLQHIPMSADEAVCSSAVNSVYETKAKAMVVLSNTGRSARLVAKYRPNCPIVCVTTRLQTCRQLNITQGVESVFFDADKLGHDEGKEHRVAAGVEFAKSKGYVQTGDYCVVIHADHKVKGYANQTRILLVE
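Purified LmPK (0.1 nM) with 0.5 mM PEP and 0.1 mM ADP in imidazole buffer pH 7.2 with MgCl2/KCl, 1 h at room temperature. ATP formed was read by luciferase luminescence and normalized to no-enzyme and uninhibited controls.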
HCMV antiviral: human cytomegalovirus inhibition; activity change, negative = inhibition, % at 57.5 µM; 410,000 compounds, 4.5% hits; HFF cells, HCMV-luciferase reporter, 72 h; stronger effect = lower value; in the data active = activity change below about -60%; inconclusive = no clear call, values can overlap the other calls; inactive = above about -39%
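Cell-based, HFFs, 1000 cells/well, 16 h 37C; cpds in DMSO + HCMV-luc, MOI 1 PFU/cell; 72 h 37C; OneGlo luminescence after 5 min RT; norm. to buffer vs Salinomycin 10uM.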
AMA1-RON2 inh: AMA1-RON2 (P. falciparum) interaction inhibition; AID 720542; 360,000 compounds, 0.2% hits; Potency, µM (top dose mostly 58.2 µM), for inactives: top-dose activity change, negative = inhibition, usual class: inhibitors; AlphaScreen AMA1-biotinylated RON2 peptide binding;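 also: potency is read from the fitted curve at half-maximal effect; 0% = vehicle wells and -100% = peptide control; nearly all actives have a fitted effect of over 45% in size; some results filed as inactive show a strong effect at the top dose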
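AMA1 (3D7) with his tag at 25 nM final met compounds first, then biotinylated RON2 peptide at 25 nM; detection used donor plus acceptor beads, 10 µg/mL apiece, read by AlphaScreen after 30 min at room temperature.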
Numbers without * were called inactive; [ ] = remark or other dose. Unless noted, calls follow the shape of the dose curve; as a rule, active = well fitted curve in the direction sought with a large enough effect; inconclusive = small, poorly fitted or top-dose-only effect, or another doubt; inactive = no such curve, though single readings can be large; an effect the other way counts as inactive or inconclusive. Unless noted, % is scaled to controls: 0 for no effect and ±100 for the full control effect.

O=C1CCc2cc(S(=O)(=O)N3CCN(Cc4ccc5c(c4)OCO5)CC3)ccc2N1 was read as Tb PYK inh -7%, AmpC no deterg 38%, Sm TGR inh 1%, AmpC detergent -2%, LmPK inhibitor 10%, HCMV antiviral -33 and AMA1-RON2 inh 2%.
Cc1cccc(N2CCN(C(=O)c3cc(S(=O)(=O)N4CCCC4)cn3C)CC2)c1C was read as Tb PYK inh 4%, AmpC no deterg 231%[activator], Sm TGR inh 10%, AmpC detergent -4%, LmPK inhibitor 5%, HCMV antiviral -40 and AMA1-RON2 inh 0%.
Screening O=C(CSc1nc2c([nH]c3ccccc32)c(=O)n1-c1ccccc1)Nc1ccccc1C(F)(F)F returned Tb PYK inh 2%, Sm TGR inh -11%, AmpC detergent 0% and HCMV antiviral 36.
Cc1cccc(NC(=O)CSc2ncc3c(n2)-c2ccccc2N(Cc2ccc(F)cc2)S3(=O)=O)c1C was read as Tb PYK inh 3%, Sm TGR inh 1%, AmpC detergent -5% and HCMV antiviral -12.
COC(=O)C1=C(c2ccc(OC(F)(F)F)cc2)C[C@@H]2CC[C@H]1N2C(=O)NCc1ccc(F)cc1 was read as Tb PYK inh 4%, AmpC no deterg 71%[activator], Sm TGR inh 5%, AmpC detergent 1%, HCMV antiviral -21 and AMA1-RON2 inh 12%.
`O=C(c1ccc(Br)o1)N1CCN=C1SCc1cccc(F)c1` gave Tb PYK inh -4%, AmpC no deterg -20%, Sm TGR inh 0%, AmpC detergent -9%, LmPK inhibitor 17%, HCMV antiviral inconclusive and AMA1-RON2 inh 19%.
Screening COc1ccccc1NC(=O)Cc1cccc2ccccc12 returned Tb PYK inh -2%, AmpC no deterg -31%, Sm TGR inh -22%, AmpC detergent inconclusive, LmPK inhibitor -1%, HCMV antiviral -14 and AMA1-RON2 inh 13%.
CCOc1ccc(-c2cc(C(=O)N/N=C/c3ccc(O)cc3)c3ccccc3n2)cc1 was read as Tb PYK inh 1%, HCMV antiviral -83* and AMA1-RON2 inh 3%.
Cc1nc(NC(=O)COC(=O)C(C)NC(=O)c2ccccc2)c(Cl)cc1Cl (stereo not drawn) was read as Tb PYK inh 7%, AmpC no deterg -15%, Sm TGR inh -9%, AmpC detergent -7%, HCMV antiviral -1 and AMA1-RON2 inh -5%.
Screening Cc1ccccc1C(=O)NCCOc1ccccc1Cl returned Tb PYK inh 0%, AmpC no deterg -1%, Sm TGR inh -7%, AmpC detergent -9%, LmPK inhibitor -2%, HCMV antiviral 137 and AMA1-RON2 inh 0%.
For CCN(CC)c1ccc(/C=N/NC(=O)c2nnn(-c3nonc3N)c2CN(C)C2CCCCC2)cc1 the results were Tb PYK inh -3%, HCMV antiviral -15 and AMA1-RON2 inh 8%.
For O=C(Cn1c(=O)n(Cc2ccc(F)cc2)c(=O)c2sc3ccccc3c21)NCc1ccccc1Cl the results were Tb PYK inh -1%, Sm TGR inh 22%, AmpC detergent 18% and HCMV antiviral -8.
Cc1cc(C)c(OCC(=O)N(Cc2cccs2)C2CCS(=O)(=O)C2)c(C)c1 (stereo not drawn) was read as Tb PYK inh 1%, AmpC no deterg 80%[activator], Sm TGR inh -14%, AmpC detergent -1%, LmPK inhibitor 0%, HCMV antiviral -2 and AMA1-RON2 inh 8%.
For Cc1sc2ccccc2[n+]1CC(=O)c1ccccc1 the results were Tb PYK inh inconclusive, AmpC no deterg 2%, Sm TGR inh -24%, AmpC detergent inconclusive, LmPK inhibitor 6% and AMA1-RON2 inh -25%.
`CCOCCCn1c(=N)c(C(=O)NC(C)c2ccccc2)cc2c(=O)n3cc(C)ccc3nc21` (stereo not drawn) gave Tb PYK inh -4%, Sm TGR inh -2%, AmpC detergent -5% and HCMV antiviral -2.
For O=C(CSc1ncn[nH]1)Nc1nc(-c2ccccc2)cs1 the results were Tb PYK inh 4%, AmpC no deterg -11%, Sm TGR inh -9%, AmpC detergent -8%, LmPK inhibitor -6%, HCMV antiviral 23 and AMA1-RON2 inh 61%[activator].
Screening COc1ccc(CNc2n[nH]c(-c3ccco3)n2)cc1OC returned Tb PYK inh 3%, Sm TGR inh -4%, AmpC detergent -6% and HCMV antiviral 60.
Screening Cc1ccc(S(=O)(=O)Nc2cccc(C(=O)NCC(c3ccco3)N(C)C)c2)cc1F (stereo not drawn) returned Tb PYK inh -5%, AmpC no deterg -35%, Sm TGR inh -2%, AmpC detergent inconclusive, HCMV antiviral -15 and AMA1-RON2 inh 34%[activator].
Cn1nc(-c2ccccc2F)c2cc(C(=O)NCc3ccc(Cl)cc3)sc21 was read as Tb PYK inh -4%, Sm TGR inh -5%, AmpC detergent -4% and HCMV antiviral -71*.
For COC(C)(C)[C@H](O)COc1c2ccoc2cc2oc(=O)ccc12 the results were Tb PYK inh 1%, AmpC no deterg -7%, Sm TGR inh -18%, AmpC detergent inconclusive, LmPK inhibitor -1%, HCMV antiviral 11 and AMA1-RON2 inh 49%[activator].
For Cc1ccc(N)cc1NC(=O)CN1CCOCC1 the results were Tb PYK inh 3%, AmpC no deterg 1%, Sm TGR inh 1%, AmpC detergent -1%, LmPK inhibitor -1%, HCMV antiviral inconclusive and AMA1-RON2 inh -5%.
CC(=O)Nc1ccc(C(=O)NCCN2CCOCC2)cc1 was read as Tb PYK inh 10%, AmpC no deterg -8%, Sm TGR inh -9%, AmpC detergent 2%, LmPK inhibitor 2%, HCMV antiviral 37 and AMA1-RON2 inh 7%.
Screening C[C@H]1CN([C@@H](C)CO)C(=O)CCCn2nncc2CO[C@H]1CN(C)S(C)(=O)=O returned Tb PYK inh 7%, HCMV antiviral 2 and AMA1-RON2 inh -2%.
For Cc1ccccc1C(=O)Nc1ccccc1N1CCCCC1 the results were Tb PYK inh 0%, AmpC no deterg -9%, AmpC detergent 4%, LmPK inhibitor 5%, HCMV antiviral inconclusive and AMA1-RON2 inh inconclusive.
COc1cc(NC(=O)C2(C)CCCN2C(=O)C(C)C)cc(OC)c1OC (stereo not drawn) was read as Tb PYK inh -9%, HCMV antiviral -6 and AMA1-RON2 inh -2%.
Cc1cc(CNC(=O)c2cc(COc3c(F)cccc3F)on2)nn1C was read as Tb PYK inh -7%, AmpC no deterg -6%, Sm TGR inh -3%, AmpC detergent 6%, LmPK inhibitor -1%, HCMV antiviral -19 and AMA1-RON2 inh -22%.
For CCOC(=O)n1c(=O)oc2cc(S(=O)(=O)N3CCCCC3)ccc21 the results were Tb PYK inh 2%, AmpC no deterg -27%, Sm TGR inh -21%, AmpC detergent -16%, LmPK inhibitor 1%, HCMV antiviral 18 and AMA1-RON2 inh -3%.
`O=C(C1CCCO1)N(c1cccc(Cl)c1)C1C=CS(=O)(=O)C1` (stereo not drawn) gave Tb PYK inh 7%, AmpC no deterg -11%, Sm TGR inh -1%, AmpC detergent -19%, LmPK inhibitor 4%, HCMV antiviral -14 and AMA1-RON2 inh -3%.
`CC(NC(=O)c1ccc(-c2ccccc2)cc1)C(c1ccccc1)N1CCOCC1` (stereo not drawn) gave Tb PYK inh 2%, AmpC no deterg 109%[activator], Sm TGR inh 1%, AmpC detergent -11%, HCMV antiviral 0 and AMA1-RON2 inh -1%.
For COc1ccccc1C(=O)NNC(=O)C(=O)NC(C)C the results were Tb PYK inh -5%, AmpC no deterg -10%, Sm TGR inh 0%[57.1 µM], AmpC detergent -4%, LmPK inhibitor -10%, HCMV antiviral 17 and AMA1-RON2 inh 57%[activator].
`N#Cc1ccccc1NC(=O)CSc1cn[nH]n1` gave Tb PYK inh 2%, AmpC no deterg 2%, Sm TGR inh 10%, AmpC detergent -1%, LmPK inhibitor -9%, HCMV antiviral -23 and AMA1-RON2 inh 1%.
For Cc1cccc(C)c1NC(=O)Cn1nnc(S(=O)(=O)c2ccccc2)c1N the results were Tb PYK inh -8%, Sm TGR inh -2%, AmpC detergent -1% and HCMV antiviral -19.
For O=C(COc1ccc(Cl)cc1)NCCc1csc(-c2cccc(F)c2)n1 the results were Tb PYK inh 1%, Sm TGR inh 0%, AmpC detergent 0% and HCMV antiviral 12.
CCOP(=O)(OCC)C(NC(=O)Nc1ccc(C)c(Cl)c1)c1ccccc1 (stereo not drawn) was read as Tb PYK inh -3%, AmpC no deterg 60%[activator], Sm TGR inh -3%, AmpC detergent -8%, LmPK inhibitor 1%, HCMV antiviral inconclusive and AMA1-RON2 inh -3%.
`CN(C)c1nc(OCCOC(=O)COc2ccc(Cl)cc2Cl)nc(N(C)C)n1` gave Tb PYK inh 11%, AmpC no deterg 79%[activator], Sm TGR inh 4%, AmpC detergent inconclusive, LmPK inhibitor 0%, HCMV antiviral 30 and AMA1-RON2 inh 13%.
For O=C(CCc1nnc2ccc(NCc3ccccc3)nn12)N1CCC2(CC1)OCCO2 the results were Tb PYK inh -10%, AmpC no deterg 43%, Sm TGR inh 0%, AmpC detergent 0%, LmPK inhibitor 1%, HCMV antiviral -30 and AMA1-RON2 inh 5%.
For C/C(=N/NC(=O)CNC(=O)C(c1ccccc1)c1ccccc1)c1ccco1 the results were Tb PYK inh 4%, AmpC no deterg -19%, Sm TGR inh 0%, AmpC detergent 4%, LmPK inhibitor -11%, HCMV antiviral 1 and AMA1-RON2 inh 9%.
CCC(=O)N1CCc2cc(Br)cc(S(=O)(=O)N3CCCC(C(=O)Nc4ccc(CC)cc4)C3)c21 (stereo not drawn) was read as Tb PYK inh 6%, Sm TGR inh 6%, AmpC detergent 27% and HCMV antiviral -5.
CC1CC(C)CN(C(=O)CNS(=O)(=O)c2ccc(Br)s2)C1 (stereo not drawn) was read as Tb PYK inh -11%, AmpC no deterg -26%, Sm TGR inh -17%, AmpC detergent -5%, LmPK inhibitor -1%, HCMV antiviral 16 and AMA1-RON2 inh inconclusive.
Screening O=C(COC(=O)c1cc(-c2ccco2)nc2ccccc12)NCc1ccccc1 returned Tb PYK inh -7%, AmpC no deterg -52%, Sm TGR inh inconclusive, AmpC detergent -11%, LmPK inhibitor 3%, HCMV antiviral 33 and AMA1-RON2 inh -12%.

Random excerpt: 2 records from the list.
For Cc1cccc(C)c1NC(=O)Cn1nnc(S(=O)(=O)c2ccccc2)c1N the results were Tb PYK inh -8%, Sm TGR inh -2%, AmpC detergent -1% and HCMV antiviral -19.
For Cc1ccc(N)cc1NC(=O)CN1CCOCC1 the results were Tb PYK inh 3%, AmpC no deterg 1%, Sm TGR inh 1%, AmpC detergent -1%, LmPK inhibitor -1%, HCMV antiviral inconclusive and AMA1-RON2 inh -5%.
